yeast cln2 rad14: NCI yeast anticancer drug screen, S. cerevisiae cln2 rad14 strain; growth inhibition, % at 50 µM; 8.3% of 78,000 active; AID 165;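 also: 0% = growth of vehicle-only cultures of the same strain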
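Test compounds were added to cln2 rad14 yeast cultures; inhibition of growth was then determined by comparison with vehicle treatment.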
yeast sgs1 mgt1: NCI yeast anticancer drug screen, S. cerevisiae sgs1 mgt1 strain. 10% of 78,000 active. growth inhibition, % at 50 µM. AID 161;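 also: 0% = growth of vehicle-only cultures of the same strain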
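Inhibition of yeast growth, normalised to vehicle-treated controls, is reported for a strain bearing genetic alterations in DNA damage repair.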
mlh1 rad18: NCI yeast anticancer drug screen, S. cerevisiae mlh1 rad18 strain; % growth inhibition at 50 µM; 11% of 79,000 active; AID 175;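 also: 0% = growth of vehicle-only cultures of the same strain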
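Steps: expose repair-defective yeast to compound; measure growth; express inhibition against vehicle-treated controls.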
mec2-1: NCI yeast anticancer drug screen, S. cerevisiae mec2-1 strain | growth inhibition, % at 50 µM | 9% of 79,000 active;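 also: 0% = growth of vehicle-only cultures of the same strain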
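mec2-1 yeast strain, carrying an alteration in DNA damage repair or cell cycle control, was exposed to compounds; growth inhibition was measured relative to vehicle-treated controls.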
yeast bub3: NCI yeast anticancer drug screen, S. cerevisiae bub3 mutant strain; growth inhibition, % at 50 µM; 9.9% of 78,000 active; AID 167;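 also: 0% = growth of vehicle-only cultures of the same strain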
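Part of a panel of yeast mutants defective in DNA damage repair or cell cycle regulation. Each strain is grown with compound, and inhibition is calculated relative to solvent-treated cultures.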
rad50: NCI yeast anticancer drug screen, S. cerevisiae rad50 strain; % growth inhibition at 50 µM; 10% of 79,000 active; AID 155;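 also: 0% = growth of vehicle-only cultures of the same strain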
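A DNA repair-deficient yeast mutant serves as the test organism; compound-induced growth inhibition is calculated against vehicle-treated cells.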
* marks the source's active call; other numbers are inactive results; & = joins results of further samples. Rule as the data show it: active = growth inhibition above about 70%; inactive = the rest.

Structure | yeast cln2 rad14 | yeast sgs1 mgt1 | mlh1 rad18 | mec2-1 | yeast bub3 | rad50
COC(=O)c1cc([O-])c2sc(C)c(C)[n+]2n1 | 36 | 26 | 3 | 20 | -4 | 4
CC(=O)NC(CCC(=O)OC(C)(C)C)C(=O)NC(CCC(=O)OC(C)(C)C)C(=O)NC(Cc1ccc([N+](=O)[O-])cc1)C(=O)NC(CCCCNC(=O)OC(C)(C)C)C(=O)NC(CCCCNC(=O)OC(C)(C)C)C(=O)NCC(=O)O (stereo not drawn) | 13 | -23 | -27 | -19 | -8 | -31
CCCCCCCCCCCCCCNC(=O)CCC(NC(=O)c1ccc(N(C)Cc2cnc3nc(N)nc(N)c3n2)cc1)C(=O)NCCCCCCCCCCCCCC (stereo not drawn) | 45 | 86* | 21 | 85* | 69 | 65
CN1CCCC1 | 1 | -2 | -8 | 9 | 17 | 2
Cc1ccccc1NC(=O)/C=N/O | 0&18 | -1&-27 | 0&-7 | 0&-41 | 0&-35 | -2&0
COc1ccccc1CN1CCCN(Cc2ccccc2OC)C1c1cccc(F)c1 | 16 | 1 | 18 | 10 | 7 | 1
COc1ccc(C[C@H](N)C(=O)NC2C(CO)OC(n3cnc4c(N(C)C)ncnc43)C2O)cc1 (stereo partly drawn) | -1 | -18 | -17 | -35 | -27 | -2
CC(=O)OCC(=O)[C@@]12OC(C)(C)O[C@@H]1C[C@H]1[C@@H]3CC=C4C[C@@H](O)CC[C@]4(C)[C@H]3CC[C@@]12C | -28 | -18 | -40 | -23 | -76 | -7
O=c1nc(-c2ccccc2)cc(Cc2ccc3ccccc3n2)[nH]1 | -30 | 26 | 29 | 26 | 47 | 30
CC(=O)CC(=O)NC=O | -10 | -32 | -20 | -1 | -23 | -13
Cc1cccc2c(OCC3CO3)cc(=O)[nH]c12 (stereo not drawn) | -17 | 38 | 12 | 13 | -5 | 13
c1ccc2cc(N=Nc3cccc4ccccc34)ccc2c1 | -19 | 1 | -8 | -18 | 1 | -10
CC(=O)N(C)C(C(=O)N1CC(C)CC1C(=O)N(C)C1C(=O)NC(CC(C)C)C(=O)N2CC(C)CC2C(=O)NC(CC(C)C)C(=O)N(C)C(C(C)C)C(=O)N2CCCC2C(=O)N(C)C(CC(C)C)C(=O)NCC(=O)OC1C)C(C)C (stereo not drawn) | 4 | -36 | -19 | -62 | -29 | -31
C[CH2][Sn]([CH2]C)([O]C(=O)C(N)Cc1ccccc1)[O]C(=O)C(N)Cc1ccccc1 (stereo not drawn) | 61 | 16 | -23 | 71* | 48 | 56
Cc1c2ccccc2c(=O)n2c(-c3ccccn3)cccc12 | 33 | 78* | -6 | -1 | 31 | 47

Of the compounds above, 5 have a carbonyl joined to an NH by a bond outside any ring:
Structure | yeast cln2 rad14 | yeast sgs1 mgt1 | mlh1 rad18 | mec2-1 | yeast bub3 | rad50
CC(=O)NC(CCC(=O)OC(C)(C)C)C(=O)NC(CCC(=O)OC(C)(C)C)C(=O)NC(Cc1ccc([N+](=O)[O-])cc1)C(=O)NC(CCCCNC(=O)OC(C)(C)C)C(=O)NC(CCCCNC(=O)OC(C)(C)C)C(=O)NCC(=O)O (stereo not drawn) | 13 | -23 | -27 | -19 | -8 | -31
CCCCCCCCCCCCCCNC(=O)CCC(NC(=O)c1ccc(N(C)Cc2cnc3nc(N)nc(N)c3n2)cc1)C(=O)NCCCCCCCCCCCCCC (stereo not drawn) | 45 | 86* | 21 | 85* | 69 | 65
Cc1ccccc1NC(=O)/C=N/O | 0&18 | -1&-27 | 0&-7 | 0&-41 | 0&-35 | -2&0
COc1ccc(C[C@H](N)C(=O)NC2C(CO)OC(n3cnc4c(N(C)C)ncnc43)C2O)cc1 (stereo partly drawn) | -1 | -18 | -17 | -35 | -27 | -2
CC(=O)CC(=O)NC=O | -10 | -32 | -20 | -1 | -23 | -13

The results go on:
Structure | yeast cln2 rad14 | yeast sgs1 mgt1 | mlh1 rad18 | mec2-1 | yeast bub3 | rad50
[N-]=[N+]=NC1CC(n2cc(Cc3ccccc3)c(=O)[nH]c2=O)OC1COC(=O)CCC(=O)O (stereo not drawn) | -34 | -30 | -31 | -3 | -10 | -20
CC1=NN(C(=O)c2cccnc2)C(=O)C1N=Nc1ccc(S(=O)(=O)Nc2ccccn2)cc1 (stereo not drawn) | 11 | 5 | 2 | -9 | -2 | 26
COc1ccc(-c2nc(N)c3[nH]cnc3n2)cc1 | 19 | 34 | 23 | 19 | 47 | 24
C[C@]12CC=CC(=O)[C@@]1(C)CCC(=O)C2 | -25 | -9 | 8 | 1 | -5 | 3
N#Cc1c2c(c(=O)n3c1[nH]c1ccccc13)CCC2 | -3 | -16 | -8 | 11 | -2 | -24
COC(=O)c1nc(=S)[nH]c(C(=O)OC)c1C(=O)c1ccc2ccccc2c1 | 26 | 93* | 94* | 72* | 71* | 94*
C=CCSC(=S)Nc1nc2ccc(C)cc2s1 | 0 | 0 | 2 | 5 | -2 | -20
O=C(O)Cn1c(=S)sc2ccccc21 | 9 | 1 | -6 | 7 | -2 | 13
CCCCCCCCC(Br)C(Br)CCCCCCCC(=O)NCCCOC(C)C (stereo not drawn) | -19 | -2 | 9 | -16 | 7 | -21
COc1ccc(N)cn1 | 12 | 29 | -4 | -22 | -24 | -4
CSCCCCSC | -3 | -10 | -10 | -30 | -36 | -6
CN(C)CC1(C)CC/C(=C\c2ccccc2)C1=O (stereo not drawn) | 42 | 16 | 48 | 27 | 28 | 47
COc1cccc2nc3cc(C)c(C)cc3nc12 | -18 | -40 | -17 | -10 | -18 | -21
CCOC(=O)C(C(=O)OCC)C1C=CCC1 (stereo not drawn) | 8 | 1 | 8 | -40 | -27 | -8
NC(CC(=O)NC(CC(=O)O)C(=O)O)C(=O)O (stereo not drawn) | -56 | -9 | 5 | -1 | -20 | -6

Structure | yeast cln2 rad14 | yeast sgs1 mgt1 | mlh1 rad18 | mec2-1 | yeast bub3 | rad50
O=C1OCCOCCOCCOCCOC(=O)c2cccc1n2 | 17 | 13 | 7 | 7 | 5 | -10
C=CCCCCCCCCC(=O)OCC=C | 27 | 16 | 9 | -18 | 11 | -2
C/C=C1\CN2CCc3c([nH]c4ccccc34)C2CC1CCO (stereo not drawn) | 13 | -5 | -25 | -11 | -27 | -17
C/C(=N\N(C)C(=S)Nc1ccccc1)c1ccccn1 | 55 | 72* | 62 | 63 | 82* | 94*
CC(=O)OCc1c([O-])on[n+]1-c1ccccc1 | -9 | 30 | 4 | 14 | 0 | 12
Cc1cc(/C=N/N2CCN(/N=C/c3cc(C)n(-c4ccccc4)c3C)CC2)c(C)n1-c1ccccc1 | -28 | -3 | -14 | -9 | -3 | 2
COC(=O)C(Cc1cc(OC)c(OC)c(OC)c1)C(=O)OC | 0 | -7 | -22 | -16 | -9 | -33
O=C1c2ccccc2-c2nnc(-c3ccccc3)cc21 | 14 | -20 | 8 | -12 | -3 | 3
CCCCCCC(CC)(C(=O)O)C(=O)O | -9 | 1 | -1 | -2 | -4 | 1
CN1COc2c(ccc3c4c(ccc23)CN(C)CO4)C1 | -47 | 17 | 35 | 18 | 2 | 3
CCCCCCCCCCCCNC(C)C1=C(O)c2ccccc2C(=O)C1=O (stereo not drawn) | 26 | 50 | 45 | 20 | 15 | 53
CNc1ccccc1C(=O)N/N=C/c1ccccc1Cl | -15 | 3 | -2 | 18 | 13 | -2
NCCNC(=O)Cc1cccs1 | -22 | -12 | -1 | -8 | 4 | 2
COc1ccc(-c2cc(-c3ccccc3)c(C#N)c(=O)n2C2OC(COC(C)=O)C(OC(C)=O)C(OC(C)=O)C2OC(C)=O)cc1 (stereo not drawn) | 20&2 | 12&2 | 14&26 | 27&7 | 14&5 | -2&-7
Cc1[nH]n(-c2ncc(C(=O)O)c(=O)[nH]2)c(=O)c1CCO | 30 | 21 | -38 | 2 | 24 | 3

Structure | yeast cln2 rad14 | yeast sgs1 mgt1 | mlh1 rad18 | mec2-1 | yeast bub3 | rad50
O=S1Cc2nc3ccccc3n2C1c1c(F)cccc1F (stereo not drawn) | 22 | -4 | -19 | -6 | 4 | 1
NC(c1ccccc1)P(=O)(OCc1ccc([N+](=O)[O-])cc1)OCc1ccc([N+](=O)[O-])cc1 (stereo not drawn) | 36 | 72* | 33 | 34 | 37 | 57
CC(=O)OCC1OC(n2cnc3c(N)ncnc32)CC1OC(C)=O (stereo not drawn) | -48 | -1 | -19 | -2 | 16 | -2
CC[N+](C)(CC)CCCNC(=O)C(c1ccccc1)c1ccccc1 | -14 | 15 | -10 | -9 | -2 | 48
COC1OCCCO1 | -7 | -6 | -12 | 12 | 0 | -13
O=P(CCCCBr)(NCc1ccccc1)c1ccccc1 (stereo not drawn) | -20 | 16 | 13 | 8 | 15 | 5
NC(=O)NC(=O)C(Cc1ccccc1)c1ccccc1 (stereo not drawn) | -57 | -1 | 1 | 16 | -39 | -16
CCN(CC)C(=O)c1ccccc1Cl | 7 | -2 | 16 | 6 | -8 | 28
COC(=O)C1(CC(=O)C2CC2)NC(=S)NC(=O)C1C#N (stereo not drawn) | -9 | -12 | 5 | -10 | -21 | 13
COc1ccc(N=C2SC(=N/N=c3\sc4ccccc4n3C)SC2=Nc2ccc(OC)cc2)cc1 | -41 | -3 | -13 | -33 | 29 | 4
Oc1ccc2ccccc2c1CN1CCCCC1 | -6 | 1 | 15 | 9 | 2 | -11
CCCCC(CC)CNCC(CC)CCCC (stereo not drawn) | 41 | 15 | 26 | 46 | 6 | 34
Cc1ccn2c(CCc3nnc4cc(C)ccn34)nnc2c1 | 0 | -42 | 12 | -33 | -26 | -1
CCOc1ccc(NC(=O)CC2SC(=Nc3ccc(C)cc3C)NC2=O)cc1 (stereo not drawn) | 44 | 33 | 29 | 24 | 39 | 13
CC(=O)CC(=O)N1CCCCCC1 | 12 | 0 | 25 | -17 | -13 | -1

Structure | yeast cln2 rad14 | yeast sgs1 mgt1 | mlh1 rad18 | mec2-1 | yeast bub3 | rad50
NC(=O)C(O)C(O)C(O)CO (stereo not drawn) | -23 | -6 | -5 | -4 | 0 | -9
COc1ccccc1NC(=S)N/N=C/c1ccccn1 | 9 | 24 | 14 | 16 | 18 | -17
COC(=O)CCc1c(C)[nH]c(C(=O)OC(C)(C)C)c1C | 15 | -11 | -3 | 9 | -4 | -9
O=C(O)COc1ccc(I)cc1I | -37 | -5 | 19 | -8 | 24 | 23
CCCC1(C(OC)OC)NC(=O)N(Cc2ccccc2)C1=O (stereo not drawn) | -20 | 5 | 5 | -5 | -2 | 4
OCC1OC(n2cnc3c(NCCCCNc4ncnc5c4ncn5C4OC(CO)C(O)C4O)ncnc32)C(O)C1O (stereo not drawn) | -14 | -18 | 12 | -8 | -4 | -17
CC1=NC(=O)C(C)(c2ccccc2)N1CCc1ccccc1 (stereo not drawn) | -17 | -9 | -29 | 8 | -11 | 0
CC1Cc2c(cc(N)nc2Br)NC1=O (stereo not drawn) | 19 | 7 | 10 | -6 | 3 | -11
CNc1ncnc2n[nH]nc12 | -23 | -12 | 3 | 0 | -12 | -11

Individual results from the results shown.
O=C(O)COc1ccc(I)cc1I – yeast bub3: 24
CC1=NC(=O)C(C)(c2ccccc2)N1CCc1ccccc1 (stereo not drawn) – yeast cln2 rad14: -17
NC(=O)C(O)C(O)C(O)CO (stereo not drawn) – mec2-1: -4
COC(=O)CCc1c(C)[nH]c(C(=O)OC(C)(C)C)c1C – mlh1 rad18: -3

Rewritten as labelled records: 4 of the compounds above
compound: OCC1OC(n2cnc3c(NCCCCNc4ncnc5c4ncn5C4OC(CO)C(O)C4O)ncnc32)C(O)C1O (stereo not drawn)
  yeast cln2 rad14 = -14	yeast sgs1 mgt1 = -18	mlh1 rad18 = 12	mec2-1 = -8	yeast bub3 = -4	rad50 = -17
compound: CC1=NC(=O)C(C)(c2ccccc2)N1CCc1ccccc1 (stereo not drawn)
  yeast cln2 rad14 = -17	yeast sgs1 mgt1 = -9	mlh1 rad18 = -29	mec2-1 = 8	yeast bub3 = -11	rad50 = 0
compound: CC1Cc2c(cc(N)nc2Br)NC1=O (stereo not drawn)
  yeast cln2 rad14 = 19	yeast sgs1 mgt1 = 7	mlh1 rad18 = 10	mec2-1 = -6	yeast bub3 = 3	rad50 = -11
compound: CNc1ncnc2n[nH]nc12
  yeast cln2 rad14 = -23	yeast sgs1 mgt1 = -12	mlh1 rad18 = 3	mec2-1 = 0	yeast bub3 = -12	rad50 = -11

Bioassay records from PubChem.
